PP1 counter = PP1-alpha phosphatase inhibitors, primary screen, counter-screen for PP5 inhibitor project, biochemical, fluorescence, OMFP substrate, single point. inhibition, % at 6.7 µM. hit rate 0.9% among 320,000. purified PP1alpha. AID 2235, 2010;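 active means inhibition above the mean inhibition of all tested compounds plus 3 SD, computed separately for each screening campaign, cut at about 15% in these data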
Target sequence (P62136 whole entry, looked up): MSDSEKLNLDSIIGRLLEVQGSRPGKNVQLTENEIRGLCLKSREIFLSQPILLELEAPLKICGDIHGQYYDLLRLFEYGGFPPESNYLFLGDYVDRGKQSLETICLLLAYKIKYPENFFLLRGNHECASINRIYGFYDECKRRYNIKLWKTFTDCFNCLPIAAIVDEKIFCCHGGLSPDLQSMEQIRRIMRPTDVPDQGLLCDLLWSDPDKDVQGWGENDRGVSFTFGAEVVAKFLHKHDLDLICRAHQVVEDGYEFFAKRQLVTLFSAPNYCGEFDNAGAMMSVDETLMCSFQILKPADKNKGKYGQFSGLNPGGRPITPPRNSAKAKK
HCV core dimer = inhibitors of HCV core protein dimerization, primary screen, biochemical, TR-FRET, high-throughput; TR-FRET GST/Flag-core106 dimerization, 1536-well; inhibition, % at 5 µM; hit rate 0.33% among 300,000; AID 1899, 2009;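 active means inhibition above the mean of all tested compounds plus 3 SD, set per screening campaign, cut at about 45% in these data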
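Assay system – GST-tagged and Flag-tagged HCV core protein residues 1-106 · Quantity – core106 proteins, GST 13.5 nM and Flag 17 nM · Benchmarks – unlabelled core106 and no-GST-core106 wells · Read-out basis – percent inhibition of core106 dimerization signal · Detection – time-resolved FRET, ex 340 nm, em 617 and 671 nm · Schedule – 4 h at 22.5 °C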
EBNA-1 inh = EBNA-1 DNA-binding inhibitors, primary screen, biochemical, fluorescence polarization. inhibition, % at 14.8 µM. hit rate 0.34% among 300,000. AID 1950, 2009; in the data active means inhibition above about 28%
PP5 inh = PP5 phosphatase inhibitors, primary screen, biochemical, fluorescence. Serine/threonine-protein phosphatase 5 (Homo sapiens), P53041. purified PP5c, OMFP substrate fluorescence. inhibition, % at 6.7 µM. hit rate 0.18% among 320,000. AID 1987, 2009;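 active means inhibition above the campaign's mean inhibition across all tested compounds plus 3 SD, cut at about 9.5% in these data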;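 further: 0% = DMSO only and 100% = 100 µM cantharidin control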
Target sequence (P53041 whole entry, looked up): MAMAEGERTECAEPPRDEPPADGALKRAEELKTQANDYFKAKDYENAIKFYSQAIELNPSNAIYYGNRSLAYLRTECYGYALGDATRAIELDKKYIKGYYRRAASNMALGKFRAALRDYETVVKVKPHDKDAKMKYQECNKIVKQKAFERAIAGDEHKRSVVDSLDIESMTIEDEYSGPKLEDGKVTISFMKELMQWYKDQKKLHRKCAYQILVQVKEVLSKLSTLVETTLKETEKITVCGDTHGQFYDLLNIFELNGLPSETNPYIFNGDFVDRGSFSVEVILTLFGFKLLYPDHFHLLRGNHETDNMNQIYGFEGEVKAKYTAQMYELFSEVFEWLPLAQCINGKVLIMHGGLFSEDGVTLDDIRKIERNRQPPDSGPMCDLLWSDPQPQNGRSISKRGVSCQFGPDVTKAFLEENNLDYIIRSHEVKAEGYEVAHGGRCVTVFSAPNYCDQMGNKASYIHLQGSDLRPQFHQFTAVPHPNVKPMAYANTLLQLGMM
Fh CTSL1 inh = Fasciola hepatica cathepsin L1 inhibitors, primary screen, counter-screen for PFM18AAP inhibitor project, biochemical, QFRET, fluorogenic peptide substrate; recombinant F. hepatica cathepsin L1, Z-Leu-Arg-MCA fluorescence; AID 1906, 2009; hit rate 0.49% among 300,000; inhibition, % at 5.96 µM;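 active means inhibition above the mean of all tested compounds plus 3 SD, set per screening campaign, cut at about 17% in these data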;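 further: 0% = plate median of test compound wells and 100% = 1 µM Z-Phe-Ala-diazomethylketone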
ZTA counter = blocks Epstein-Barr virus ZTA, an EBNA-1 counter-screen; P03206; ZTA-DNA binding, fluorescence polarization; inhibition, % at 11 µM; hit rate 0.15% among 320,000; AID 2234; in the data active means inhibition above about 33%
Target sequence (P03206 whole entry, looked up): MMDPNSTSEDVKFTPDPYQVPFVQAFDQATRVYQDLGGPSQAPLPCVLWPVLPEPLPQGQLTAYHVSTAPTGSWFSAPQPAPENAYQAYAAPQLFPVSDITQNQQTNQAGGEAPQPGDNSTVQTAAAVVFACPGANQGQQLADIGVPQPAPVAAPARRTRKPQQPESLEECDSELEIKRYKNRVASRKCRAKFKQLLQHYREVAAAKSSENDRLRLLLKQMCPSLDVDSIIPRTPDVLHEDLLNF
PREPL inh = PREPL enzyme inhibitors, primary screen, biochemical, fluorescence polarization; Prolyl endopeptidase-like (Homo sapiens), Q4J6C6; hit rate 0.68% among 320,000; inhibition, % at 5.96 µM; AID 2751, 2010; recombinant PREPL, fluorescence polarization activity-based probe; in the data active means inhibition above about 43%;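 further: 0% = enzyme with DMSO and 100% = wells lacking enzyme; many of its hits are not listed in these tables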
Efflux pump mplx = inhibitors of Candida efflux pumps in yeast, primary screen, S. cerevisiae, Nile Red, multiplex; inhibition, % at 10 µM; S. cerevisiae Candida pump triplex; AID 485275, 2010; hit rate 0.44% among 330,000;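 active means plate passing quality check with inhibition over a set limit, or well fluorescence over plate mean plus 4 SD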;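 further: Nile Red retained in pooled yeast measured as flow cytometry median fluorescence; 0% = buffer negative control and 100% = Enniatin B positive control; higher means more Nile Red kept so more efflux inhibition; some compounds called inactive have numbers as strong as hits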
TPT1 inh = Candida albicans TPT1 enzyme inhibitors, primary screen, biochemical, fluorescence polarization; recombinant caTPT1, FP RNA substrate dephosphorylation; tRNA 2'-phosphotransferase TPT1 (Candida albicans SC5314); AID 1962, 2009; inhibition, % at 5 µM; hit rate 0.81% among 300,000;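 active means inhibition above the mean of all tested compounds plus 3 SD, set per screening campaign, cut at about 24% in these data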;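 further: plate controls were DMSO alone for no effect and ferristatin control at 100 nM for full effect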
Active calls of the source: *; . = no result given.

SMILES | PP1 counter | HCV core dimer | EBNA-1 inh | PP5 inh | Fh CTSL1 inh | ZTA counter | PREPL inh | Efflux pump mplx | TPT1 inh
Cc1ccc(-c2c(C(=O)N/N=C/c3ccco3)nnn2-c2nonc2N)cc1 | -2.1 | -18.7 | 2.9 | 1.4 | 7.5 | -10.4 | 4.0 | -0.2 | -3.5
O=C(/C=C\Nc1ccccc1Br)c1ccc2c(c1)OCO2 | 0.4 | 4.8 | 5.3 | -3.6 | 2.7 | 12.3 | -27.2 | -0.1 | 1.0
CCOC(=O)C1C(=O)NC(N2CCCCC2)=NC1c1ccccc1 (stereo not given) | -2.0 | -0.4 | 2.6 | 3.6 | -3.5 | 1.5 | -3.6 | 0.2 | -1.7
O=C(Nc1cc(S(=O)(=O)N2CCCCC2)ccc1N1CCOCC1)c1cc(=O)[nH]c2ccccc12 | 0.3 | 1.9 | -2.0 | -0.1 | -0.2 | 10.8 | -0.4 | 0.1 | -1.7
O=S(=O)(c1ccc(Cl)c2ccccc12)N1CCCC1 | 0.0 | 2.6 | 4.8 | 0.4 | 1.2 | 6.7 | -13.6 | -0.1 | -3.1
COc1ccc(CCNc2oc(-c3ccccc3OC)nc2C#N)cc1OC | 1.0 | 2.7 | 0.1 | 3.2 | -1.4 | -5.6 | 10.3 | 0.1 | 3.2
CCC(=O)N1CCN(c2ccc(NC(=O)COc3cccc(C)c3C)cc2)CC1 | 3.3 | -5.6 | -20.0 | 2.4 | -2.3 | -4.4 | 52.6* | 0.6 | 3.9
COc1cc(CNc2ccccc2SC)cc(OC)c1OC | 0.0 | -4.6 | 7.8 | -0.1 | 3.8 | 9.3 | 8.5 | 0.0 | -1.1
N/C(=N\OC(=O)c1ccccc1Cl)c1ccc(Cl)cc1 | -3.8 | -3.3 | -0.1 | 1.8 | -4.5 | -13.1 | -4.6 | -0.1 | -6.4
COc1ccc(N2C(=O)CC(Sc3nc4ccccc4s3)C2=O)cc1OC (stereo not given) | 0.4 | 7.9 | 4.9 | 1.4 | 0.0 | 5.0 | 5.8 | -0.1 | -2.7
CC(C)C[C@H](N)c1nnc(SCC(=O)Nc2ccc(Br)cc2)o1 | -3.7 | -1.4 | -17.2 | 0.6 | 90.5* | -8.3 | 8.5 | 0.2 | -1.3
Cc1ccc(C(=O)COC(=O)c2n[nH]c(=O)c3ccccc23)cc1 | 2.3 | -2.7 | -2.7 | 3.4 | 0.3 | 8.1 | 9.7 | 0.0 | -1.6
CN(C)CCN(C(=O)c1ccc(S(=O)(=O)N(C)C)cc1)c1nc2cc3c(cc2s1)OCCO3 | 1.3 | 1.1 | -8.8 | -0.2 | -2.5 | 13.9 | 1.6 | -0.1 | -0.9
CC(C)c1nnc(SCc2ccc(CSc3nnc(C(C)C)n3N)cc2)n1N | 4.2 | 3.4 | 4.2 | 0.7 | 2.1 | -3.3 | 12.4 | 0.1 | 2.2
O=C(NCc1cccs1)c1csc2ccccc12 | 3.9 | -1.3 | -9.9 | 0.8 | -1.8 | 14.7 | 4.0 | -0.3 | -0.4
COc1cccc(CC(=O)N[C@@H](CCSC)c2nc3ccccc3[nH]2)c1 | 4.1 | -0.3 | -12.4 | 0.7 | -4.5 | 4.4 | 5.6 | 0.1 | 0.6
O=C(/C=C\Nc1cccc(F)c1)c1ccc2c(c1)OCO2 | -1.6 | -3.1 | 39.8* | 1.2 | 0.6 | 9.4 | 9.4 | -0.1 | 2.1
CCc1noc(C)c1C(=O)N(C)CC(=O)Nc1ccc(F)c(F)c1F | -10.7 | 4.8 | -5.7 | 1.0 | -0.5 | -5.6 | -10.2 | -0.2 | -3.5
COc1ccc(NC2c3ccccc3C(=O)N2Cc2ccccc2Cl)cc1OC (stereo not given) | 2.1 | -0.5 | -7.2 | -0.5 | -8.0 | 7.2 | 4.7 | 0.1 | -0.8
N=C1C(c2nc3ccccc3s2)=C(O)CN1NC(=O)c1c[nH]c2ccccc12 | 1.6 | 3.2 | 1.7 | 2.4 | -2.1 | 19.7 | -1.9 | 0.2 | -0.8
Cc1cccc(NC(=S)NNC(=O)c2csc(C)c2)c1 | -1.2 | -3.3 | 6.6 | -3.0 | -0.9 | 10.8 | 1.2 | 0.0 | 0.3
CC(=O)c1c(C)n([O-])c2ccc(C)cc2[n+]1=O | -2.2 | 2.0 | -5.6 | 2.5 | 0.5 | 0.5 | 5.0 | 0.0 | 1.6
COc1ccc(-n2c(SCC(=O)Nc3ccc(C(N)=O)cc3)nc3ccccc3c2=O)cc1OC | 0.4 | 1.4 | -10.0 | 1.0 | 1.3 | -9.0 | -4.6 | 0.6 | -1.3
c1ccc(COC(CN2CCCCCC2)CN2CCCCCC2)cc1 | -3.2 | 0.8 | 8.7 | -1.3 | 0.5 | 16.2 | 40.6 | 0.0 | -1.4
Cc1csc(SCC(=O)Nc2ccc3c(c2)OCCO3)n1 | 1.9 | 0.2 | 7.1 | -0.7 | -1.7 | -14.1 | -3.2 | -0.1 | -1.2
Cc1n[nH]c(=O)c2c(NC(=O)CSc3nncs3)oc(C)c12 | -1.9 | -6.5 | -5.8 | -0.6 | -7.3 | 2.8 | 8.2 | 0.2 | 1.8
CCOc1ccccc1Nc1cc2n(c(=O)n1)CCc1cc(OC)c(OC)cc1-2 | 3.8 | -5.9 | 7.0 | 1.9 | -1.0 | -10.1 | 4.8 | -0.1 | 0.4
COc1ccc(-c2nnn(CC(=O)N(CC(=O)NC3CCCC3)c3ccccc3)n2)cc1OC | -3.5 | 1.5 | 7.4 | -3.3 | -2.3 | 11.2 | -5.8 | -0.1 | -0.7
COC(=O)c1c(NC(=O)/C=C/C(=O)O)sc(Cc2ccccc2)c1C | -1.9 | 9.4 | 6.9 | 3.6 | 0.3 | 6.5 | -7.6 | 0.2 | 1.4
CN(C(=O)CSc1nnc(-c2ccccc2)o1)c1c(N)n(Cc2ccccc2)c(=O)[nH]c1=O | -0.5 | -5.4 | 0.6 | -2.2 | 0.4 | -0.6 | 12.5 | 0.1 | -4.3
O=C(NCc1ccc2c(c1)OCO2)C(=O)NC1CCCCC1 | 0.4 | 0.4 | -12.2 | -0.6 | -3.7 | 8.6 | -4.9 | 0.1 | -0.1
COc1ccc(Cl)cc1NS(=O)(=O)c1cccc(C(=O)NCC(c2ccco2)N2CCCC2)c1 (stereo not given) | -5.7 | -0.3 | -0.7 | -1.0 | 1.6 | -0.8 | -1.7 | 0.0 | 2.6
COc1ccc(C(CNC(=O)c2ccc(C)c(S(=O)(=O)Nc3ccccc3OC)c2)N2CCCC2)cc1 (stereo not given) | -0.9 | 0.4 | 4.4 | 2.5 | -0.2 | -16.6 | -6.0 | -0.9 | -0.4
Cc1ccc(S(=O)(=O)C2(C(=O)NCc3ccccc3Cl)CC2)cc1 | -0.6 | 3.9 | 13.8 | -0.3 | 0.3 | -0.9 | -11.8 | -0.3 | 1.6
CC(C)CCn1c(SCCN2CCOCC2)nc2c1c(=O)[nH]c(=O)n2C | -3.7 | -3.2 | -1.2 | 1.5 | -0.2 | 3.9 | 0.2 | 0.0 | -0.1
CCC1(c2ccccc2)NC(=S)N(c2cccc(C)c2C)N1 (stereo not given) | 1.3 | 4.3 | -3.2 | 1.4 | 1.8 | 1.8 | -2.1 | 0.2 | -1.1

3 compounds from above, ordered by the number in Efflux pump mplx, descending.
SMILES,Efflux pump mplx
CCC1(c2ccccc2)NC(=S)N(c2cccc(C)c2C)N1 (stereo not given),0.2
COc1ccc(Cl)cc1NS(=O)(=O)c1cccc(C(=O)NCC(c2ccco2)N2CCCC2)c1 (stereo not given),0.0
CCOc1ccccc1Nc1cc2n(c(=O)n1)CCc1cc(OC)c(OC)cc1-2,-0.1

Next entries.
SMILES | PP1 counter | HCV core dimer | EBNA-1 inh | PP5 inh | Fh CTSL1 inh | ZTA counter | PREPL inh | Efflux pump mplx | TPT1 inh
CSc1ccccc1NC(=O)CSCc1nc2sc(C)c(C)c2c(=O)[nH]1 | -5.9 | 4.6 | 6.2 | -2.2 | 1.1 | 16.4 | 0.9 | 0.0 | 16.0
CCc1ccc(C(=O)NNC(=O)CCN2CCN(Cc3ccccc3)CC2)cc1 | -8.4 | 2.5 | -2.4 | 2.2 | -1.4 | 0.1 | -6.3 | 0.1 | 1.4
O=C(CCC(=O)c1cccs1)OCc1nnc(-c2ccccc2)o1 | 3.5 | -0.1 | -7.3 | 3.8 | -59.7 | -10.7 | -19.6 | 0.2 | -7.5
CCCCn1c(N)c(N(CCC(C)C)C(=O)C2CC(=O)N(c3ccc(OC)cc3OC)C2)c(=O)[nH]c1=O (stereo not given) | -5.9 | 0.7 | -12.8 | -1.3 | -1.6 | 5.6 | 20.3 | 0.0 | 0.5
Cc1ccccc1CC(=O)Nc1cc(C(C)(C)C)on1 | -4.2 | 10.5 | -9.6 | 0.3 | 2.4 | -8.3 | 1.4 | -0.1 | -0.2
CC(C)C1COS(=O)(=O)NC1CC(=O)SC(C)(C)C (stereo not given) | -2.7 | -11.6 | 7.3 | 3.4 | -6.5 | -7.8 | -5.4 | -0.1 | -0.9
CSc1ccccc1NC(=O)CN1c2ccccc2CC1C (stereo not given) | 2.5 | 2.2 | -26.5 | 1.7 | -3.5 | 1.4 | 14.6 | 0.2 | -2.2
COc1cc(OC)c2c(c1C(CCN1CCOCC1)c1ccc(N(C)C)cc1)OC(=O)CC2c1ccc(N(C)C)cc1 (stereo not given) | 1.2 | 3.4 | 2.1 | 2.9 | -0.1 | 10.9 | 16.1 | . | -0.8
COc1cccc(NC(=O)CCc2nnc3ccc(N4CCN(c5cccc(OC)c5)CC4)nn23)c1 | -0.4 | -5.6 | 3.2 | 1.6 | 1.2 | -18.8 | 9.0 | 0.0 | -0.2
CC(=O)Nc1nc(CCN2C(=O)c3ccccc3C2=O)cs1 | -7.3 | -1.7 | 7.2 | -0.6 | 3.7 | 7.9 | -1.2 | 0.1 | 0.4
CCCN(CCO)Cc1ccc(F)c(Br)c1 | -1.7 | -0.7 | -1.9 | 2.1 | -0.9 | -12.4 | -1.7 | -0.1 | 2.1
CC(C#Cc1ccc2c(c1)COc1c3ccccc3nn1-2)OC(C)(C)C (stereo not given) | 0.1 | -5.5 | -2.2 | 0.1 | -5.4 | 2.5 | 10.8 | . | 2.7
CCN(C(=O)COC(=O)C1CCN(S(=O)(=O)c2ccc3c(c2)OCCO3)CC1)C1CCCCC1 | -3.7 | 5.9 | 3.9 | -0.5 | 0.8 | 4.8 | 4.3 | 0.0 | 3.3
Cc1ccc(CNC(=O)C(CCC(N)=O)NC(=O)OCc2ccccc2)cc1 (stereo not given) | -0.2 | 1.7 | -12.6 | 3.0 | -2.3 | -16.1 | -0.7 | 0.2 | -1.2
O=C(NCc1cccs1)C1CC(O)CN1C(=O)Nc1ccccc1 (stereo not given) | -0.5 | -5.9 | -11.9 | 0.6 | -1.2 | -3.1 | 0.6 | 0.0 | 1.2

Single values from the entries so far.
Fh CTSL1 inh result of Cc1ccc(CNC(=O)C(CCC(N)=O)NC(=O)OCc2ccccc2)cc1 (stereo not given) → -2.3
PREPL inh result of CCN(C(=O)COC(=O)C1CCN(S(=O)(=O)c2ccc3c(c2)OCCO3)CC1)C1CCCCC1 → 4.3
TPT1 inh result of O=C(NCc1cccs1)C1CC(O)CN1C(=O)Nc1ccccc1 (stereo not given) → 1.2
PREPL inh result of Cc1ccccc1CC(=O)Nc1cc(C(C)(C)C)on1 → 1.4

From PubChem

Only part of the results is shown. The share of hits here may be higher or lower than overall.
